# Nox1 inh = inhibitors of human NADPH oxidase 1 (Nox1); inhibition, % at 6.7 µM; hit rate 0.81% among 16,000; Q9Y5S8; HT29 cells, luminol chemiluminescence ROS; AID 1792, 2009
# S1P1 agonist = activates the human S1P1 receptor | Sphingosine 1-phosphate receptor 1 (Homo sapiens), P21453 | S1P1 agonist cell-based reporter assay | activation, % at 4.5 µM | hit rate 1.5% among 16,000 | AID 1044, 2008; in the data active = activation above about 80%
# Target sequence (P21453 whole entry, looked up): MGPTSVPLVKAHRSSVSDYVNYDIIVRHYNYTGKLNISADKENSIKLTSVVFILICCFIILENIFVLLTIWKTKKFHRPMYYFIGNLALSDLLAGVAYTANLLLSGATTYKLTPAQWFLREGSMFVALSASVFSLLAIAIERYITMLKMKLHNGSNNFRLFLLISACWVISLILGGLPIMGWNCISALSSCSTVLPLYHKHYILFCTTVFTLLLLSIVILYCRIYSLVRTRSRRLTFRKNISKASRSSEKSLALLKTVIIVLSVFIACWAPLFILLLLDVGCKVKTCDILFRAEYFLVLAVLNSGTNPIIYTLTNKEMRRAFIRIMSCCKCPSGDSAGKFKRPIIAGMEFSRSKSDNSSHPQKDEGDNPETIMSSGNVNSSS
# NOTCH ag = agonists of NOTCH signaling; NOTCH signaling luciferase reporter cells, luminescence; activation, % at 2.5 µM; hit rate 0.4% among 15,000; in the data active = activation above about 2.2%
# OPRK1 antag MB = antagonists of human kappa opioid receptor OPRK1, Maybridge library; Kappa-type opioid receptor (Homo sapiens), P41145; OPRK1 cells, antagonist mode, fluorescence readout; inhibition, % at 9 µM; hit rate 0.4% among 16,000; in the data active = inhibition above about 50%
# Target sequence (P41145 whole entry, looked up): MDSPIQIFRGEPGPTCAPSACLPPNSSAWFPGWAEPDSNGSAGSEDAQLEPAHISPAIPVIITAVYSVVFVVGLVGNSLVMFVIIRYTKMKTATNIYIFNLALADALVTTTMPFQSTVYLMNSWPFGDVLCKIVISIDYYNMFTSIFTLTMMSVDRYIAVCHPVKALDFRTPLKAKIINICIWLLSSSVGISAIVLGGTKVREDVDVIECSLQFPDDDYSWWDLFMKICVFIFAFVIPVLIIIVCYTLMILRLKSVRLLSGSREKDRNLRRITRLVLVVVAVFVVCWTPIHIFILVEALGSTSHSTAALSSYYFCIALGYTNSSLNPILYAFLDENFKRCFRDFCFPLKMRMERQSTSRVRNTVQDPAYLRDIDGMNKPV
# PME-1 Maybr inh = inhibitors of human PME-1 in Maybridge library | recombinant PME-1, FP-Rh probe fluorescence polarization | hit rate 0.5% among 16,000 | inhibition, % at 9 µM; in the data active = inhibition above about 30%
# luminol inh ctr = counter-screen for Nox1 inhibitors: inhibitors of luminol chemiluminescence. inhibition, % at 6.7 µM. HRP/luminol/H2O2 chemiluminescence counterscreen. hit rate 0.4% among 16,000; also: reference of the scale not given here
# TLR4-MyD88 inh = inhibitors of human TLR4-MyD88 binding. Cell-based TLR4-MyD88 binding inhibition assay. inhibition, % at 10 µM. AID 811, 2007. hit rate 0.06% among 16,000. Toll-like receptor 4 (Homo sapiens), O00206; in the data active = inhibition above about 45%
# rat GALR2 ag = agonists of rat galanin receptor 2 (GALR2). cell-based GALR2 agonist screen. hit rate 0.5% among 16,000. Galanin receptor type 2 (Rattus norvegicus), O08726. activation, % at 10 µM; in the data active = activation above about 15%
# The depositor's hits bear a star; / = not tested or not shown. Rule as the data show it, unless noted: active = inhibition above about 75%; inactive = the rest.
# Value order – Nox1 inh, S1P1 agonist, NOTCH ag, OPRK1 antag MB, PME-1 Maybr inh, luminol inh ctr, TLR4-MyD88 inh, rat GALR2 ag
> CSc1nn(-c2ccccc2)cc1C(=O)Sc1cccs1
  -6, 31, -0.2, -2, 2, 2, 2, -8
> Cc1cc(C(=O)N/N=C/C(C)(C)C)no1
  -60, -20, -0.1, -14, 1, 4, 1, -5
> O=C(Nc1ccc(N2CCOCC2)cc1Cl)C1CCN(C(=O)OCc2ccccc2)CC1
  -8, 101*, -0.2, 8, 1, -3, 3, -8
> O=C(Nc1cc(Cl)ccc1O)c1ccccc1CN1CCOCC1
  -35, -5, -0.4, -13, 6, 28, -7, -8
> O=C(NCc1ccc(-c2cccs2)s1)NC(=O)c1cccc(C(F)(F)F)c1
  -16, -36, 0.3, -6, 2, -5, 4, -2
> NC(=S)c1cncnc1N
  -81, 28, -0.2, 12, 2, 15, 2, -9
> O=c1[nH]c(=S)[nH]c(O)c1/C=C/N=Nc1ccccc1
  -2, -14, -0.2, 4, -2, 34, 1, 3
> O/N=C1/CCCCC1Cn1ccnc1 (stereo unspecified)
  -14, -3, -0.3, 4, 0, -4, -12, -5
> Cc1cc2c(NS(=O)(=O)c3cn(C)cn3)cccc2nn1
  1, 7, -0.2, 15, -2, 2, 8, -6
> CCOC(=O)c1c(C)csc1NC(=O)Nc1c(-c2c(Cl)cccc2Cl)noc1C
  -6, -29, 0.2, -35, -37, -5, -12, -6
> CC(=O)Nc1ccc2nc(-c3ccc(-c4nc5ccc(NC(C)=O)cc5[nH]4)cc3)[nH]c2c1
  -27, 2, 0.6, 36, -1, -2, 9, -5
> O=S(=O)(CCS(=O)(=O)c1ccc(Cl)cc1)c1ccccc1
  -60, -2, /, 9, 0, -2, -4, -10
> c1ccc(COc2ccc(CCC3OCCO3)cc2)cc1
  -57, 31, 0.1, 8, -2, 2, 10, 15*
> O=C1C2SCCN2C(=S)N1c1cccc(C(F)(F)F)c1 (stereo unspecified)
  -71, -7, 0.2, -5, -1, 6, -5, -7
> COCCCNC(=S)N/N=C/c1cccn1-c1ccc(C(F)(F)F)cc1
  4, 9, -0.5, -29, 5, 0, -2, -8
> N/C(=N\OC(=O)/C=C/c1ccccc1)c1ccc(Cl)cc1
  -24, 40, -0.7, -4, -1, 1, -11, -4
> CSC1=N/C(=C\c2ccc(Cl)cc2)C(=O)N1CCc1c[nH]c2ccccc12
  -38, 13, -0.2, 8, -1, 2, 7, -4
> Cc1cc(/C=N\Nc2ccc([N+](=O)[O-])cc2)c2c(C)ccc(C(C)C)cc1-2
  10, 3, 0.2, 12, 1, 13, /, -10
> Cc1nnc(SCC(=O)Nc2ccc3c(c2)OCCO3)s1
  9, 10, 1.0, 17, 2, -6, 12, -4
> CCCCCCNC(=O)OCCCCCCNC(=O)OC1CCNCC1
  -15, -12, -1.4, 2, 4, 1, 5, -4
> Cc1cc(-c2nnnn2-c2cc(Cl)cc(Cl)c2)no1
  -33, -21, 0.0, 10, 3, -1, -4, -5
> Cc1onc(-c2ccccc2)c1-c1ccnn1S(=O)(=O)c1ccc(Cl)cc1
  8, 15, 0.1, -12, 3, -5, 0, -3
> CS(=O)(=NC(=O)Nc1ccccc1)c1cccs1 (stereo unspecified)
  6, -1, -0.3, -10, 0, -4, -9, -7
> Cc1nc(C(F)(F)F)ccc1C(=O)N1CCN(Cc2c(F)cccc2Cl)CC1
  -24, 4, -0.9, -13, 7, -8, -9, -5
> N#CC1C=Cc2ccccc2N1C(=O)c1ccccc1 (stereo unspecified)
  -18, -1, 0.4, 9, 2, -1, 1, -4
> Cc1ccc(S(=O)(=O)N/N=C/c2ccc(N(C)C)cc2Cl)cc1
  9, 17, 0.3, 16, -1, -26, -7, -9
> O=C(Nc1ccccc1)OCCOc1cc(C(F)(F)F)ccn1
  4, 4, 0.4, 8, 2, -4, 9, -7
> O=C(NC(=O)c1c(F)cccc1Cl)Nc1ccccc1N1CCCCC1
  -23, -12, 0.6, 2, -6, -1, 5, 2
> O=C1Nc2ccccc2SC1C(C(=O)O)c1ccccc1 (stereo unspecified)
  -42, 1, -0.8, -6, 13, 1, -4, -7
> O=C(NC(=O)c1csnn1)Nc1ccc(F)c(Cl)c1
  19, 21, 0.2, 2, 2, 1, 6, 0
> COC(=O)c1c(C)nc(C)c(C(=O)OC)c1-c1ccsc1
  -58, -1, 0.2, -5, 0, -2, 9, -4
> O=C(O)CCOc1ccc(F)cc1F
  14, -18, 0.1, 6, 3, -5, 1, -4
> Cn1c(=O)c2c(ncn2CCN2CCOCC2)n(C)c1=O
  -15, -14, -0.6, /, 3, -2, 4, -8
> O=C(CCSc1nc2ccccc2o1)N1CCc2cc([N+](=O)[O-])ccc21
  -24, 4, -2.4, -14, -2, -3, -4, -5
> N#C/C(=C\c1ccsc1)S(=O)(=O)c1ccc(C(F)(F)F)cn1
  -4, -1, -0.4, 4, -1, 4, -9, -7
> CC(C)(C)C(=O)CSc1nnc(-c2cnccn2)s1
  -18, 15, 0.0, 12, -2, 6, -4, -6
> CC(C)(C)OC(=O)NC(CSCc1ccccc1)C(N)=O (stereo unspecified)
  -58, -2, /, -12, 3, 0, 14, -8
> CCOC(CC(=O)NNC(=O)Nc1cccc(C(F)(F)F)c1)OCC
  -131, -19, -0.5, -14, 1, 2, 8, 0
> CCOC(=O)c1sc(CN2CCN(c3cccc(Cl)c3)CC2)nc1C
  -78, 5, -0.6, -22, 0, -7, 5, -4
> CS(=O)(=NC(=O)c1ccc2nnsc2c1)c1ccccc1 (stereo unspecified)
  -10, 2, -0.5, 21, -221, 5, 1, -7
> N#C/C(=C\c1ccco1)C(=O)c1ccco1
  -9, 1, -0.5, -6, -1, 6, -4, -7
> COc1ccc(CCN2C(=O)c3cccc4cc([N+](=O)[O-])cc(c34)C2=O)cc1OC
  -48, -5, 0.2, -3, 5, 3, 1, -4
> N#C/C(=C\c1cccc([N+](=O)[O-])c1)c1cccc(C(F)(F)F)c1
  -10, 12, 0.1, -2, 3, -1, /, -9
> O=C(NCCNc1ccc(C(F)(F)F)cn1)Nc1cccc(Cl)c1Cl
  -10, -7, /, -9, 7, -6, 11, -8
> NN/C(N)=N/C(N)=Nc1ccccc1F
  8, -14, 0.7, 18, -2, -1, 3, -8
> CC(NS(=O)(=O)c1ccc(Oc2c(Cl)cccc2[N+](=O)[O-])cc1)c1ccccc1 (stereo unspecified)
  -26, 19, -0.5, -4, 17, 2, /, -7
> NC(=O)c1ccc(-c2ccnc(-c3ccc(Br)s3)n2)cc1
  -82, 5, 0.1, 4, 2, 0, -2, -3
> CC1(C)CC(C(N)=O)C(C)(C)N1 (stereo unspecified)
  -3, 2, -0.7, 4, 6, -5, -1, -8
> CCN(CC)c1ccc(NC(=O)c2c(F)cccc2F)c(N(CC)CC)n1
  94*, 3, -0.3, 3, 6, 4, -6, -6
> O=c1oc2ccccc2n1CCc1nc(-c2ccc(C(F)(F)F)cc2)no1
  -16, 3, 0.5, -4, 3, -1, 4, -2
> Nc1ccccc1C(=O)N/N=C/c1ccc2c(c1)OCO2
  -10, 0, 0.6, 1, -2, 0, -12, -4
> CCOC(=O)c1ccc(NC(=O)CCC(=O)O)cc1
  7, 9, 0.0, 10, 1, -1, -4, -9
> CC1CN=C(c2ccccc2N)N1 (stereo unspecified)
  -59, -5, -0.3, -13, 0, 3, 3, -4
> Cc1ccc(S(=O)(=O)Oc2c(Cl)cc(Cl)cc2C=Nc2cc(C)c(C)cc2C)cc1
  1, -9, 1.2, -10, 2, -20, 9, 1
> Cc1cc(NC(=O)c2cc(C(C)(C)C)oc2C)no1
  -22, 60, -0.5, -16, 0, 5, 13, 1
> CC1=NC2SC=C(c3ccccc3Cl)N2C(=O)C1 (stereo unspecified)
  0, -1, -1.2, 13, -1, 1, 4, -4
> O=C(NCCCn1cccc1)c1c(F)cccc1F
  -44, 1, -0.9, -15, -2, -2, 2, -7
> O=S(=O)(Nc1ccccc1Sc1nc2ccc(Cl)cc2s1)c1ccc2c(c1)CCO2
  -18, 22, -0.7, -15, 4, 1, -5, -5
> Cc1ccc(C(=O)C(O)(O)C(F)(F)F)cc1
  -12, -2, 0.1, 11, 3, -5, 7, -5
> CCOC(=O)NNC(=O)NCCCc1ccc2ccc3cccc4ccc1c2c34
  -30, -1, -0.1, -10, -1, 3, -1, -6

# 4 neighbouring records out of the list so far:
# Value order – Nox1 inh, S1P1 agonist, NOTCH ag, OPRK1 antag MB, PME-1 Maybr inh, luminol inh ctr, TLR4-MyD88 inh, rat GALR2 ag
> O=C(NCCCn1cccc1)c1c(F)cccc1F
  -44, 1, -0.9, -15, -2, -2, 2, -7
> O=S(=O)(Nc1ccccc1Sc1nc2ccc(Cl)cc2s1)c1ccc2c(c1)CCO2
  -18, 22, -0.7, -15, 4, 1, -5, -5
> Cc1ccc(C(=O)C(O)(O)C(F)(F)F)cc1
  -12, -2, 0.1, 11, 3, -5, 7, -5
> CCOC(=O)NNC(=O)NCCCc1ccc2ccc3cccc4ccc1c2c34
  -30, -1, -0.1, -10, -1, 3, -1, -6

# (continued)
# Value order – Nox1 inh, S1P1 agonist, NOTCH ag, OPRK1 antag MB, PME-1 Maybr inh, luminol inh ctr, TLR4-MyD88 inh, rat GALR2 ag
> COC(=O)c1cc(NC(=O)c2cc(C(C)(C)C)nn2Cc2ccc(F)cc2)ccc1N1CCOCC1
  -18, -30, -0.6, -1, -1, 2, -5, -12
> O=C(c1cccs1)N1CCN(c2ncc(Br)cn2)CC1
  -39, 3, -0.5, -3, 1, -6, -2, -5
> COC(=O)c1scc(S(=O)(=O)C(C)C)c1N
  -42, -5, -0.5, -10, -1, 1, 3, -4
> COc1cccc(Oc2ccc(OC)cc2C(=O)NN)c1
  -10, -14, -0.3, -7, 2, -1, -4, -2
> COC(=O)c1sc(-c2cccs2)cc1NC(=O)c1ccc(C)cc1
  -24, -14, -0.6, 4, -5, 3, -2, -9
> CCn1nc(C)cc1C(=O)NNC(=S)NCCCOC
  20, -10, -0.2, 16, 0, 3, 2, -8
> Cc1ccc(NC(=O)c2ccc(CSc3ccccn3)cc2)c(O)c1
  -31, -6, 0.1, 8, -7, 6, 9, -4
> CCc1cccc(CC)c1NC(=O)NC(=O)c1c(OC)cccc1OC
  -16, -19, -0.5, -42, 3, -8, -4, -8
> FC(F)(F)c1ccncc1-c1noc(-c2ccccc2)n1
  -9, 17, -0.4, -13, 1, 0, -7, -5
> COc1ccc(N=C(N)N=C(N)N)cc1
  -77, 7, -0.2, 12, -2, 0, 14, -5
> CCCc1c(C(=O)Nc2ccc3ccccc3n2)cnn1-c1ccccc1
  0, 96*, 0.1, -8, 6, -5, 1, -6
> CCOC(=O)NN(C(=O)OCC)c1c(C)c(C)c(C)c(C)c1C
  -59, 7, 0.1, 3, -1, 1, -2, -8
> CN(C)c1ccc(SC#N)cc1
  -4, 3, 0.0, -16, 0, -1, -5, -6
> CC(C)(C)c1ccc(NC(=O)c2ccco2)c(NC(=O)C(Cl)(Cl)Cl)c1
  6, -1, -0.3, 10, 3, -5, -1, -7
> Cc1nn(C)c2sc(C(=O)NCCc3ccccn3)cc12
  19, 0, -0.6, -16, 7, -7, -9, -5
> Clc1ccc(/C=N/Nc2ccc(-c3cnco3)cc2)cc1
  9, 7, -0.1, -5, 28, 31, -5, -2
> Cc1ccc2[nH]cc(-c3nnnn3-c3ccc(Cl)cc3)c2c1
  0, 0, -1.0, -26, 11, 3, -6, -11
> N=c1sc2ccccc2n1-c1ccccc1
  26, -6, -0.3, -2, 8, -6, -11, -7
> COc1ccc(C2N(C)C(=O)c3ccccc3S2(=O)=O)cc1 (stereo unspecified)
  -23, 4, -5.5, 2, -2, 1, -6, -6
> O=C1CSC(=S)N1CC1CC1
  17, -9, -0.2, 6, 3, -9, 2, -2
> COCCOC(=O)c1nccnc1C(=O)Nc1ccc(S(=O)(=O)N2CCOCC2)cc1
  21, -13, 0.4, 1, 8, -5, -11, -3
> Cc1ccc(S(=O)(=O)NC(=O)OCCn2ncc3ccccc3c2=O)cc1
  -24, -1, -0.6, 16, -4, 4, 0, -6
> CCc1cc2c(Sc3nnc(N)s3)ncnc2s1
  -7, 44, -0.8, -3, -3, 2, 1, -13
> O=S(=O)(Cc1noc(-c2ccno2)n1)Cc1ccco1
  -5, -2, -1.0, 9, 0, -5, -8, -4
> CC(C)(C)OC(=O)C(C)(C)S(=O)(=O)c1ccc(Cl)cc1
  13, -5, 0.0, 5, 3, -4, 3, -6
> CSc1nc(C(N)=O)cc(=O)[nH]1
  3, 2, -0.7, -9, -1, -1, -6, -7
> CC(=O)Nc1ccccc1OCC(O)CS(=O)(=O)Cc1ccc(Cl)cc1 (stereo unspecified)
  10, -13, -0.6, -10, -2, 2, 3, -7

# 2 entries picked at random from those above, as already listed:
# Value order – Nox1 inh, S1P1 agonist, NOTCH ag, OPRK1 antag MB, PME-1 Maybr inh, luminol inh ctr, TLR4-MyD88 inh, rat GALR2 ag
> CCn1nc(C)cc1C(=O)NNC(=S)NCCCOC
  20, -10, -0.2, 16, 0, 3, 2, -8
> COc1ccc(C2N(C)C(=O)c3ccccc3S2(=O)=O)cc1 (stereo unspecified)
  -23, 4, -5.5, 2, -2, 1, -6, -6
